mHTT-CaM PPI inh: inhibitors of human mutant huntingtin-calmodulin interaction; AlphaScreen His-mHTT/GST-CaM binding, luminescence; actives 3.6% (n = 190,000); P42858; inhibition, % at 15 µM;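 also: 0% = both proteins with DMSO and 100% = one protein alone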
Target sequence (P42858 whole entry, looked up, stated change not applied): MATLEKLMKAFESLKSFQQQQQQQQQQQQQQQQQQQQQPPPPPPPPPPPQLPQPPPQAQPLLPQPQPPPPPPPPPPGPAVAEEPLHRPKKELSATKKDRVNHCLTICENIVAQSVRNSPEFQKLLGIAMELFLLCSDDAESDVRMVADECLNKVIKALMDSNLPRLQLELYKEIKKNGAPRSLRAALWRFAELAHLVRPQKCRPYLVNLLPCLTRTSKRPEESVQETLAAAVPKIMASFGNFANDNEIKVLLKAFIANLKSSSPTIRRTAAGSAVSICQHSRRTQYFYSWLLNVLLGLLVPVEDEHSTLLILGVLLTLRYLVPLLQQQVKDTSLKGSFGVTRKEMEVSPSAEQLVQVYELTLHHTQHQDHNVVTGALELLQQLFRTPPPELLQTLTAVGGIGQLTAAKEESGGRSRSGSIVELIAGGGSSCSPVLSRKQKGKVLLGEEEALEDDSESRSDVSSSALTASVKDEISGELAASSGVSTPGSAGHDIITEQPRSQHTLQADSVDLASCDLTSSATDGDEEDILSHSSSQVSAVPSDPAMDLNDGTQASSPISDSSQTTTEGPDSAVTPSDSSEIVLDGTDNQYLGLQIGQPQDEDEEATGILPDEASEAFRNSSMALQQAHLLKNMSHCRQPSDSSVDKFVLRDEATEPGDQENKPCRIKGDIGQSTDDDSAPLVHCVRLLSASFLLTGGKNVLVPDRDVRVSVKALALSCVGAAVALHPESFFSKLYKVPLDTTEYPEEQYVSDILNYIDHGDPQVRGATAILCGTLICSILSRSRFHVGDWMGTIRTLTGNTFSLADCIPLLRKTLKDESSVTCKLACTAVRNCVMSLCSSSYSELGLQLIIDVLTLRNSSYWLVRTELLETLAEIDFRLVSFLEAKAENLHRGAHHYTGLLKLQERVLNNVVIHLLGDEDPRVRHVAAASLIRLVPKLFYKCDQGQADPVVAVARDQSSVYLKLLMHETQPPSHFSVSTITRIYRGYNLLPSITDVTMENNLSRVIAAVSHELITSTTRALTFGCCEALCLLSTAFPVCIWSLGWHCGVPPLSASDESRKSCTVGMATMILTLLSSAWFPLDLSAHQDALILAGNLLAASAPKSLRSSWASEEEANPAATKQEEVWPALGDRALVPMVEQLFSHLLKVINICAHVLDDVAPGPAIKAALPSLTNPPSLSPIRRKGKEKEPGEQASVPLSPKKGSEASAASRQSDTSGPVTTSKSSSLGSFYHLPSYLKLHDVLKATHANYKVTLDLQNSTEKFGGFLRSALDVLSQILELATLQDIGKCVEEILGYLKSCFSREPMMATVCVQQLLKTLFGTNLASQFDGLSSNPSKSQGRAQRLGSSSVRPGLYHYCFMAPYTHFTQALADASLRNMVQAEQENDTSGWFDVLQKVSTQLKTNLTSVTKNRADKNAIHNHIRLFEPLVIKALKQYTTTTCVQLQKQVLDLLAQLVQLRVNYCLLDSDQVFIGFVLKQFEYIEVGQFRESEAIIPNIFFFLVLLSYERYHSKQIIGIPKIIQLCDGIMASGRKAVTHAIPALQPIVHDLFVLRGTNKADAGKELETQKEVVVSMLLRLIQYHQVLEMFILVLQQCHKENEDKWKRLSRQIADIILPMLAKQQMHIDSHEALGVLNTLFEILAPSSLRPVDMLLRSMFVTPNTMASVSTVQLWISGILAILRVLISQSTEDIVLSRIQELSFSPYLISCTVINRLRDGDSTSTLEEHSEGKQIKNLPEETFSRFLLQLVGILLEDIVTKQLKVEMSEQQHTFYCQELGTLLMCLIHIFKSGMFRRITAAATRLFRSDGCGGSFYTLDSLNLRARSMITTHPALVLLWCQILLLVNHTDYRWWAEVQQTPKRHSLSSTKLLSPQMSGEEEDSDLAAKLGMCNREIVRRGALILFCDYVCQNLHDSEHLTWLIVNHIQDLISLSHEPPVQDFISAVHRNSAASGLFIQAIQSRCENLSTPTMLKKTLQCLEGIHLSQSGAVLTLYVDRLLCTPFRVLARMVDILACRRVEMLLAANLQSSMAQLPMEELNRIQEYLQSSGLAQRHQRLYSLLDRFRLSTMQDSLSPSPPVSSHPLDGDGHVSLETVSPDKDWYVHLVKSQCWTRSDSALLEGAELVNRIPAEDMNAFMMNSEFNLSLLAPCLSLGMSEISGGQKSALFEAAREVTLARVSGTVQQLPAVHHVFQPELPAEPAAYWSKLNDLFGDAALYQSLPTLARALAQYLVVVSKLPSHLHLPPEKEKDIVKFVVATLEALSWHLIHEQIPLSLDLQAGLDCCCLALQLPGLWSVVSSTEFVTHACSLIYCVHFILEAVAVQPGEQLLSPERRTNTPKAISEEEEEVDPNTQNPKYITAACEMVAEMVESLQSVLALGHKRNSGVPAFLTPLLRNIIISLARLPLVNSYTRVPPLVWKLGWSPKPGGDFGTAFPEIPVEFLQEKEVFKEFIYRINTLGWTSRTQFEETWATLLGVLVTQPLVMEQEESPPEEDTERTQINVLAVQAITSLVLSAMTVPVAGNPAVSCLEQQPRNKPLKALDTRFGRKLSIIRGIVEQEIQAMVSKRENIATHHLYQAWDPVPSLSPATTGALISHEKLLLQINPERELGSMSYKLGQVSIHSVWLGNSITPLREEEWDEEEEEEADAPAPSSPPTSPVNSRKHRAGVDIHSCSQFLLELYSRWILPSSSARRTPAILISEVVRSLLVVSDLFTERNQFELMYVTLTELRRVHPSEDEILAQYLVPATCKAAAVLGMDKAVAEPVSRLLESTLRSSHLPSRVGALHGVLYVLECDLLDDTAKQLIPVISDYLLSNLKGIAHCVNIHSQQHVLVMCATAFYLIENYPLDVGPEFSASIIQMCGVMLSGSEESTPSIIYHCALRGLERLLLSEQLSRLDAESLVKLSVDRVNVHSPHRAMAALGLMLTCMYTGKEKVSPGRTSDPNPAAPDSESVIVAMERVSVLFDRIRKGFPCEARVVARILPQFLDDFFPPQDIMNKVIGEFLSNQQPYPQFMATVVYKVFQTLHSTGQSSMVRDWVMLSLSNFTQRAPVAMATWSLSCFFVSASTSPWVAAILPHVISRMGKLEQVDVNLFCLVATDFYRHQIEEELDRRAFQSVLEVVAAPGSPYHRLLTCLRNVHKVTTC
Pf apPOL inh: Pf-apPOL DNA polymerase inhibition. actives 0.25% (n = 210,000). Recombinant Pf-apPOL, molecular beacon fluorescence, 1.5 h. AID 1794808. inhibition, % at 10 µM
An asterisk follows results filed as active; / = no result given; & = joins results of further samples. Rule as the data show it: active = inhibition above about 50%; inactive = the rest.

SMILES | mHTT-CaM PPI inh | Pf apPOL inh
CN(C1CCCCC1)S(=O)(=O)c1cc(C(=O)Nc2cccc(Cl)c2)ccc1F | -5 | -5
COCCCNC(=O)C1(C)CCC(=O)N1c1cc(C)c(Cl)cc1OC (centres undefined) | 24 | 3
O=C(NC1CCCCC1)C1CCCN(c2cnc3nccnc3c2)C1 (centres undefined) | 6 | -1
C=CCn1c(SCC(=O)NC(=O)NC)nnc1-c1ccncc1 | / | -6
Cc1oc2cc(O)ccc2c(=O)c1-c1ccc(Cl)cc1 | 0 | -1
Cc1ccc(N(C)S(=O)(=O)c2ccc3[nH]cc(C(=O)N4CCOCC4)c(=O)c3c2)cc1C | 15 | -8
CC(C(=O)N1CCN(c2ccccc2)CC1)N(c1ccccc1)S(C)(=O)=O (centres undefined) | 5 | -13
CCCNC(=O)C1c2ccccc2CC(=O)N1CCC (centres undefined) | 3 | -3
O=C(NC1CCS(=O)(=O)C1)c1ccc2c(c1)OCO2 (centres undefined) | -10 | -6
Cc1ccc(NC(=O)N2CCC(n3cnc4cc(Cl)ccc4c3=O)CC2)cc1C | -11 | -5
C=CCn1nnn([C@H]2CC(=O)[C@@H]3OC[C@H]2O3)c1=S | -5 | /
Cc1cccc(NC(=O)c2c(O)c3cccnc3n(-c3cccc(F)c3)c2=O)c1 | -3 | -5
CCN1C(=O)c2cccnc2Sc2cc(C(=O)NCc3ccccc3)ccc21 | 3 | -16
Cc1cc(C)c(NC(=O)CSc2nc3c(c(=O)n2C)SC(C)C3)c(C)c1 (centres undefined) | -2 | -3
O=C(c1cn2cc(Cl)ccc2n1)N1CCC(N2CCCCC2)CC1 | -4 | 2
O=c1cc(CN2CCCCC2)c2cc(O)ccc2o1 | -1 | -3
CCC(Br)C(=O)NCc1cccnc1 (centres undefined) | 26 | -8
CCOc1cccc(-c2nnc(N)s2)c1 | -3 | -4
CSc1nnc(-c2nn(C)c3c2CN(C(=O)c2ccc(Br)o2)CC3)n1C | -5 | -1
Cc1ccc(NC(=O)c2ncn(-c3ccc(C)cc3)n2)cc1 | -4 | -7
O=C(CN1C(=O)c2cccc([N+](=O)[O-])c2C1=O)Nc1nnc(-c2ccccc2)s1 | -4 | -7
O=C(NCc1cccc(F)c1)c1cc2n(n1)CCCC2 | -9 | 1
C=CCNC(=O)c1c[nH]c2ccc(S(=O)(=O)N(C)c3ccc(Cl)cc3)cc2c1=O | 53* | -15
O=C(Nc1ccc(Cl)c(Cl)c1)c1ccccc1Br | -8 | -12
Cc1ccccc1-c1cc(C(=O)Nc2ccc(S(N)(=O)=O)cc2)c2ccccc2n1 | 20 | 0
Cc1cccc(C)c1NS(=O)(=O)c1cccc2nsnc12 | 7 | -8
CCN(CC)c1cc(CNC(=O)Nc2cc(C)ccc2C)ccn1 | 7 | 1
O=C(NCc1ccccc1F)C1Oc2ccccc2NC1=O (centres undefined) | -1 | -9
NC(=O)c1ccc(NC(=O)CCCC(=O)O)cc1 | -5 | -8
CN(C)c1ccc(CCNC(=O)Nc2ccc3c(c2)OCO3)cc1 | 18 | -4
Cc1ncc(CSc2nc(C(C)(C)C)cs2)c(CO)c1O | / | 34
COc1ccc(C=C2Oc3c(ccc(OCC(N)=O)c3C)C2=O)cc1OC | 0 | -6
Cc1ccc(S(=O)(=O)N2CCc3ccc(NC(=O)Cc4cccs4)cc3C2)cc1 | 5 | -3
O=C(c1ccc(OCC2CCCN(C(=O)C3CCCCC3)C2)cc1)N1CCCCC1 (centres undefined) | 16 | -5
Cn1ncc2c(Sc3ccc(Cl)cc3)ncnc21 | / | -6&-11
Cc1ccccc1Cn1cc(SCC(=O)N2CCOCC2)c2ccccc21 | 30&37 | 1&-2
O=C(Nc1c(F)c(F)c(F)c(F)c1F)OC[C@@H]1CSCCS(=O)(=O)N1 | -3 | 1
CSc1cccc(NS(=O)(=O)c2ccc(F)cc2)c1 | -6 | -1
O=C(Nc1cccc(NC(=O)c2ccccc2[N+](=O)[O-])c1)c1ccccc1Cl | 5 | 8
Cc1ccccc1NC(=O)N1CCCC2(C1)Nc1ccccc1NC2=NC1CCCC1 (centres undefined) | 19 | -2
COc1cc(C=O)ccc1Oc1nc(N2CCCCC2)nc(N2CCCCC2)n1 | 13 | -2
CN(C)c1cc(-c2cc(OCC(F)(F)F)ccc2OCC(F)(F)F)oc(=O)c1Cl | / | -2
CCS(=O)(=O)NCc1ccc(OC)cc1 | 5 | -3
CC1=NNC(=O)C1Cc1ccccc1 (centres undefined) | 0 | -6
O=C(CSc1nc2ccsc2c(=O)n1Cc1ccc2c(c1)OCO2)NCCc1ccccc1 | 1 | -1

Part of the list above, reformatted.
mol: COc1ccc(C=C2Oc3c(ccc(OCC(N)=O)c3C)C2=O)cc1OC
- mHTT-CaM PPI inh: 0
- Pf apPOL inh: -6

mol: Cc1ccc(S(=O)(=O)N2CCc3ccc(NC(=O)Cc4cccs4)cc3C2)cc1
- mHTT-CaM PPI inh: 5
- Pf apPOL inh: -3

mol: O=C(c1ccc(OCC2CCCN(C(=O)C3CCCCC3)C2)cc1)N1CCCCC1 (centres undefined)
- mHTT-CaM PPI inh: 16
- Pf apPOL inh: -5

mol: Cn1ncc2c(Sc3ccc(Cl)cc3)ncnc21
- mHTT-CaM PPI inh: /
- Pf apPOL inh: -6&-11

(continued)
SMILES | mHTT-CaM PPI inh | Pf apPOL inh
CC(NC(=O)Nc1ccccc1)c1ccccc1 (centres undefined) | -2 | -8
CCN1CCN(c2ncc3c(n2)CCN(Cc2cc(F)cc(F)c2)C3)CC1 | 23 | -2
COCCC1CCN(C(=O)CN(C)C(=O)Cc2ccccc2C)CC1 | -7 | -6
CC(C)n1cc2cc(C(=O)N3CCN(C4CCCCC4)CC3)sc2c1 | 30 | -3
N#Cc1ccc(OCC(F)(F)F)nc1 | / | -3
Cc1ccc2nc(-c3ccc(NC(=O)CSc4nc(C(F)(F)F)cc(=O)[nH]4)cc3)sc2c1 | 2 | -2
Cc1cccc(NC(=O)C2CCc3sc(C(=O)N4CCOCC4)cc3C2)c1 (centres undefined) | 20 | -9
COCCCN1C(=O)C(=O)C(=C(O)c2ccc(OC)c(C)c2)C1c1ccc(OC)c(OC)c1 (centres undefined) | 15 | 6
CC1CCN(C(=O)CN2C(=O)NC3(CCCCC3)C2=O)CC1 | -1 | 0
COc1cc([N+](=O)[O-])ccc1NC(=O)c1ccc(OC(C)C)cc1 | 11 | -11
CC(C)n1c(C2CCN(S(=O)(=O)Cc3ccccc3F)C2)nc2ccncc21 (centres undefined) | 3 | 0
Cc1nc2ccc(NC(=O)Nc3ccc(N(C)C)cc3)cc2nc1C | 11 | -6
COc1ccc(C2=NC3(CCN(C)CC3)NC(c3cccc(OC)c3O)C2)cc1 (centres undefined) | 7 | 2
CCc1c(O)nc(SCC(=O)Nc2nc3ccccc3s2)[nH]c1=O | 3 | 1
CC(=O)Nc1ccc(-c2noc(C3CCN(C(=O)c4ccccc4)CC3)n2)cc1 | 20 | 11
OC[C@H]1NC[C@@H](O)[C@@H]1O | / | 3
CCCSc1ccc([N+](=O)[O-])c(N=C(NC(=O)OC)SC)c1 | / | -4
O=C(CN1C(=O)C2C3C=CC(C3)C2C1=O)Nc1ncc(Br)s1 (centres undefined) | -4 | -1
CC(C)Cn1cc(C(=O)NCc2ccc(F)cc2Cl)c2c3ccccc3n(C)c2c1=O | -4 | -15
CCOc1ccccc1C(=O)Nc1c2c(nn1-c1ccc(F)cc1)CS(=O)C2 (centres undefined) | 4 | -3
Cc1nc(C(=O)NN=Cc2[nH]ncc2Cl)cs1 | / | -13
CCCS(=O)(=O)N1CCC(Nc2cccnc2)C1 (centres undefined) | -2 | -3
CC(C)NC(=O)c1ccc(OCC2CCN(C(=O)Cc3ccccc3F)CC2)cc1 | -1 | -2
O=C(Nc1ccncc1)C1COc2ccccc2O1 (centres undefined) | 1 | -7
CC12CC(NC(=O)N1c1cccc(C(=O)NCCc3ccccc3)c1)c1cc(Cl)ccc1O2 (centres undefined) | 47 | -3
CCN(CC)CC(O)COCC12CC3CC(CC(C3)C1)C2 (centres undefined) | -2 | -1
CCN1Cc2nnn(Cc3ccccc3)c2-c2cc(F)ccc2S1(=O)=O | 94* | -3
COc1ccc(C(O)CN2CCN(c3ccccc3Cl)CC2)cc1 (centres undefined) | 5 | 0
CCCc1cc(C2CCCN2Cc2ccc(OC)c(O)c2)no1 (centres undefined) | 7 | -4
COc1cccc(C(=O)NCCC23CC4CC(CC(C4)C2)C3)c1OC | -7 | -5
CC(=O)Nc1ccc(NC(=O)C2CC(=O)N(C3CCCCC3)C2)cc1 (centres undefined) | 0 | -10
COc1ccc(OC)c(CN2CCC(O)CC2)c1 | -5 | -2
CC(C)n1cnnc1C1CCN(C(=O)c2n[nH]c3ccccc23)CC1 | 4 | -10
CC12CCOC1N(Cc1ccccc1)c1ccccc12 (centres undefined) | 10 | 3
COC(=O)C(NC(=O)C12CC3CC(C1)CC(c1ccc(C)cc1)(C3)C2)C(C)C (centres undefined) | -11 | 0
Cc1nnsc1C(=O)NNS(C)(=O)=O | / | -8
COc1cc(O)c(C(=O)c2ccccc2)cc1[N+](=O)[O-] | -1 | -281
COc1cccc(C2NC(=O)CCC2[N+](=O)[O-])c1OC (centres undefined) | -5 | -4
COc1ccc(S(=O)(=O)NCC(=O)O)cc1 | -4 | 4
Oc1cccc2ccc(/C=C/c3ccc4c(c3)OCO4)nc12 | 37 | -1
CC1=C(C#N)C(c2ccccc2C(F)(F)F)C2=C(CC(C)(C)CC2=O)N1 (centres undefined) | 4 | 5
CC(=O)C1=NN(c2ccc(C)cc2)C(=C2C(=O)c3ccccc3C2=O)S1 | / | -9
CSc1ccccc1CN1CCC(CNS(=O)(=O)C=Cc2ccccc2)CC1 | 2 | -1
O=C(Nc1ccccc1)N1CCCC(OCc2cc(F)cc(F)c2)C1 (centres undefined) | -9 | -2
Cc1ccc(C)c(C(O)=C2C(=O)C(=O)N(CCN3CCOCC3)C2c2cccnc2)c1 (centres undefined) | -4 | -2
Cc1cccc(S(=O)(=O)N2CC(C)C(c3nc(-c4cccnc4)no3)C2)c1 (centres undefined) | 0 | 2
CCc1ccc(C2=C/C(=C/c3cc(OC)ccc3OC)C(=O)O2)cc1 | 6 | -2
Clc1ccc(-n2nnnc2-c2ccno2)cc1 | / | 4
O=[N+]([O-])c1ccc(-c2nc(-c3ccccn3)no2)cc1 | -1&-5 | -2&-3
COc1cc(C(=O)NCc2cccnc2)c([N+](=O)[O-])cc1OC | 1 | 6
CC1(C)C2CCC1(CS(=O)(=O)N1CCCN(c3nc4ccc(Cl)cc4s3)CC1)C(=O)C2 (centres undefined) | / | -38
COCCCn1c(=N)c(C(=O)NC2CCCCC2)cc2c(=O)n3cccc(C)c3nc21 | -4 | -1
CC(C)(C)OC(=O)N[C@@H](Cc1cnc[nH]1)C(=O)O | -2 | /
Cc1ccc(NC(=O)C2(N3CCC4(CC3)OCCO4)CCCCC2)cc1 | -3 | -3
COc1ccc(/C=C2\N=C(c3ccc(OC)cc3Cl)OC2=O)cc1 | -1 | 5
CC(C)(C)NC(=O)N1CCOc2ccccc21 | 0 | -2
O=C(Nc1cccnc1)Nc1cccc(Cl)c1 | -2 | -21
O=C(Nc1ccccc1F)C1=CC(=O)C2C=CC=CC2O1 (centres undefined) | 2 | 5
CC(C)(Oc1ccc(Cl)cc1)C(=O)N1CCc2ccccc21 | -26 | 2
Cc1ncn(-c2ccc(CNC(=O)C(C)(C)C)cc2)c1C | 2 | -1

Next structures follow.
SMILES | mHTT-CaM PPI inh | Pf apPOL inh
COCCNC(=O)c1cccc(N2CCNC(c3ccccc3)C2)n1 (centres undefined) | -5 | -2
Cc1c(CN2CCc3ccccc3C2)sc2ccccc12 | / | -10
COc1ccccc1-c1cc(C(=O)NCCc2cccs2)[nH]n1 | -10 | -5
COc1ccc(OC)c(CN(CC(C)C)S(=O)(=O)c2ccccc2Br)c1 | -4 | -9
COc1ccc(S(=O)(=O)Nc2c(C)cc(O)c(S(=O)(=O)c3ccc(OC)cc3)c2C)cc1 | 2 | -7
COc1cc(/C=c2\sc3nc4ccccc4n3c2=O)cc([N+](=O)[O-])c1O | 57* | 1
Cc1nc(C)c(-c2cnc(NS(=O)(=O)c3cc(C(F)(F)F)cc(C(F)(F)F)c3)nc2)s1 | / | -12&-10
COc1ccc(C2Nc3ccccc3-n3cccc32)cc1 (centres undefined) | / | 12
COc1cc2c(cc1OC)C(C(=O)N1CCCC1)C(c1cccnc1)N(C)C2=O (centres undefined) | -2 | 9
Cc1ccc(Cl)cc1NC(=O)CCC(=O)O | / | -6
O=S(=O)(Nc1ccccn1)c1ccc(Br)cc1Br | 5 | 1
O=C(CSc1cc(N2CCN(c3ccccc3F)CC2)ncn1)NCc1cccs1 | -13 | -8
CCN1C(=O)COc2ccc(-c3noc(-c4ccccc4)n3)cc21 | -4 | -5
CC(C)(C)c1cc(Br)cc(C=O)c1O | 3 | 2
CCOC(CNC(=O)c1ccc2c(c1)nc(C)n2-c1ccc(OC)cc1)OCC | -1 | -9
CC(C)C(=O)Nc1nnc2ccccn12 | 2 | -1

Four of the compounds above, as labelled records:
> COc1ccc(C2Nc3ccccc3-n3cccc32)cc1 (centres undefined)
  mHTT-CaM PPI inh: /
  Pf apPOL inh: 12
> COc1cc2c(cc1OC)C(C(=O)N1CCCC1)C(c1cccnc1)N(C)C2=O (centres undefined)
  mHTT-CaM PPI inh: -2
  Pf apPOL inh: 9
> Cc1ccc(Cl)cc1NC(=O)CCC(=O)O
  mHTT-CaM PPI inh: /
  Pf apPOL inh: -6
> O=S(=O)(Nc1ccccn1)c1ccc(Br)cc1Br
  mHTT-CaM PPI inh: 5
  Pf apPOL inh: 1

High-throughput results as filed in PubChem BioAssay.

Not all compounds are listed; rates above refer to the full screens.
